# Bioassay records (PubChem BioAssay)
# AMPAR-TARP mod = GluA2-stargazin AMPA receptor complex modulation | HEK293 GluA2+stargazin, membrane potential dye (FDSS), glutamate EC50; hits were called plate by plate, in both directions | actives 3.5% (n = 40,000) | O88602+P19491 | calls only at 30 µM;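 active means any of four per-well response measures lying three or more SD from its plate-wide compound average, in either direction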
# Target sequence (O88602 whole entry, looked up): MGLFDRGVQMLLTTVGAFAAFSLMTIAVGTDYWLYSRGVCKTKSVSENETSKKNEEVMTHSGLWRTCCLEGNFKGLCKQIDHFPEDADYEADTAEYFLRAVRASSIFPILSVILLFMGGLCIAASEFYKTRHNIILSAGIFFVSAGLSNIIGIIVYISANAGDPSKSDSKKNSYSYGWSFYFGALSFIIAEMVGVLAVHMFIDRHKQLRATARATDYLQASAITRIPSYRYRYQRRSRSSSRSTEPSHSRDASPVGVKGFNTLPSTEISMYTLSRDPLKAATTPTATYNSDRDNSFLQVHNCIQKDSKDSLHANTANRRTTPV
# Target sequence (P19491 whole entry, looked up): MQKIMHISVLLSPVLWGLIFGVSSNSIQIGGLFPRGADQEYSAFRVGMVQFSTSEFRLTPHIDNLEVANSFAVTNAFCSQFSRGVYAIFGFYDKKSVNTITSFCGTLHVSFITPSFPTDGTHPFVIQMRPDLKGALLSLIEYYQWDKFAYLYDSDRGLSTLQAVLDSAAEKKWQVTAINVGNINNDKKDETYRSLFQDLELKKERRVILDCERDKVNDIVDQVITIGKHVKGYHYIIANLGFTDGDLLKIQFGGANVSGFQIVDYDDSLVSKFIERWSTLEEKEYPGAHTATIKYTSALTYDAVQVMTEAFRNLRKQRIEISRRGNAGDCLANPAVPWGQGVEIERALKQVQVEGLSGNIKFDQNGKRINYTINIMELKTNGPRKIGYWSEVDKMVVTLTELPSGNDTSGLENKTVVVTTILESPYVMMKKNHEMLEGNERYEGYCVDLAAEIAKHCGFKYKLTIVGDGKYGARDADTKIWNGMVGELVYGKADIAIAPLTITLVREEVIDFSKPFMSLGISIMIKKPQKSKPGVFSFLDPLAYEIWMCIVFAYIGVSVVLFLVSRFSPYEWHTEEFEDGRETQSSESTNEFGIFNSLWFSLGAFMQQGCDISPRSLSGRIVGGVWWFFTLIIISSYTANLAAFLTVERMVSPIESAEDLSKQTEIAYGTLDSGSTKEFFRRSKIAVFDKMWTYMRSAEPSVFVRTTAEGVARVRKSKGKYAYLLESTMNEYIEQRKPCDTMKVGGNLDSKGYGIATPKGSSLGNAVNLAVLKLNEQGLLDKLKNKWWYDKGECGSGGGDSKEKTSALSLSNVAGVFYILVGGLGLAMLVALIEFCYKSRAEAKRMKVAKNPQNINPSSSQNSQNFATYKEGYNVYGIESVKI
# AMPAR-TARP mod agonism max-min = second read-out of AMPAR-TARP mod, no call of its own (marks repeat the call); compound max-min signal; compound-alone response (agonism);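 unitless range of fluorescence divided by baseline over first 100 seconds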
# AMPAR-TARP mod glutamate slope = further read-out of AMPAR-TARP mod, marked with its call; glutamate slope, % of max; measured here: glutamate response slope, % max;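 scaled per plate between vehicle wells and maximal 1 mM glutamate control wells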
# Active calls of the source: *; i = inactive; + = active, no number.
SMILES,AMPAR-TARP mod,AMPAR-TARP mod agonism max-min,AMPAR-TARP mod glutamate slope
COc1ccccc1CCNS(=O)(=O)c1c(C)n(C)c(=O)n(C)c1=O,i,0.062,59
O=C(c1csc(NS(=O)(=O)c2ccccc2)n1)N1CCc2ccccc21,i,0.1,36
COc1ccccc1C(=O)NCCS(=O)(=O)N1CCN(c2ncccn2)CC1,i,0.085,62
NC(=O)CSc1nc(-c2ccccc2)c(NC(=O)c2cccc(Cl)c2)s1,+,0.22*,3.8*
CS(=O)(=O)c1ccc(CC(=O)Nc2nc(-c3ccc(C#N)cc3)cs2)cc1,i,0.092,51
NC(=O)Cn1nc(-c2ccc(Cl)cc2)ccc1=O,i,0.038,37
CCCC(=O)Nc1nc(-c2ccc(C)cc2)c(C)s1,i,0.076,72
COc1ccc(S(=O)(=O)N2CCC3(CC2)NC(=O)N(Cc2ccccc2)C3=O)cc1,i,0.094,60
COc1cc(C(=O)Nc2cc3c4c(c2)CCC(=O)N4CCC3)cc(OC)c1OC,i,0.056,52
Cc1ccc(C)c(S(=O)(=O)N2CCN(c3ccc(-c4noc(C5CC5)n4)cn3)CC2)c1,i,0.12,46
CC(C)(C)C(=O)Nc1sc2c(c1C#N)CCN(Cc1ccccc1)C2,+,0.12*,51*
COc1ccc(F)cc1S(=O)(=O)NCCn1nc(-c2ccc(Cl)cc2)ccc1=O,i,0.08,54
Cc1ccc(-n2nnc(C(=O)NC3CCS(=O)(=O)C3)c2C)cc1C (stereo not drawn),i,0.072,53
CCOC(=O)c1ccc2nc(C)cc(Nc3cccc([N+](=O)[O-])c3)c2c1,+,0.21*,49*
Cc1c(Cl)cccc1S(=O)(=O)NCC1CCN(c2ccccn2)CC1,i,0.11,66
O=C(Nc1ccc2cn[nH]c2c1)C1CN(C(=O)c2cnccn2)C1,i,0.076,60
COc1ccc(-c2cc(C(=O)O)[nH]n2)c(OC)c1,i,0.1,63
Cc1cccc(OCC(O)Cn2c(C3CC3)nc3ccccc32)c1 (stereo not drawn),i,0.12,59
Cn1ccnc1N1CCN(C(=O)c2ccccc2SC(F)F)CC1,i,0.072,66
Cc1ccsc1C(O)CNC(=O)C1(c2cccs2)CCCC1 (stereo not drawn),i,0.059,47
COc1ccc(CC(=O)NCCNC(=O)c2ccc(NC(C)=O)cc2)cc1,i,0.079,53
COc1cc(OC)cc(C(=O)Nc2c(C)cccc2C(C)C)c1,i,0.039,88
CCOc1ccc(NC(=O)CC(NCCCOC(C)C)C(=O)O)c([N+](=O)[O-])c1 (stereo not drawn),i,0.091,74
CN1CCN(CC(O)COc2ccc(C34CC5CC(CC(C5)C3)C4)cc2)CC1 (stereo not drawn),i,0.046,56
Cc1ccc(CC(=O)Nc2ccc(O)c(-c3nc4ccccc4s3)c2)cc1,i,0.086,78
COc1ccc(CC(=O)Nc2cc(C)nn2-c2nc(-c3ccc(OC)c(OC)c3)cs2)cc1,i,0.072,50
Cc1nn(C2CCS(=O)(=O)C2)c2nc(-c3ccco3)cc(C(=O)N3CCN(C)CC3)c12 (stereo not drawn),i,0.1,39
CCOc1ccc(NC(=O)CCN2CCN(C3c4ccccc4-c4ccccc43)CC2)cc1,i,0.067,42
CC1CC(C)CN(C(=O)c2cc3cc(Cl)cc(Cl)c3oc2=O)C1 (stereo not drawn),i,0.11,55
Cc1ccc(NS(=O)(=O)c2ccccc2F)cc1N1CCCC1=O,i,0.096,39
COc1cc(NS(C)(=O)=O)ccc1N1CCCC1=O,i,0.047,52
Cc1ccc(S(=O)(=O)N2CCN(c3ccc4nnc(C)n4n3)CC2)cc1C,+,0.17*,39*
COc1ccccc1C(=O)NCC(c1cccs1)N(C)C (stereo not drawn),i,0.033,45
Cn1cccc1C(O)CNC(=O)c1cccc2ccccc12 (stereo not drawn),i,0.091,53
CCOCCCNC(=O)c1c(N)n(CC(C)C)c2nc3ccccc3nc12,i,0.15,46
Cc1cc(C)c2c(n1)sc1c(N3CCN(CCO)CC3)ncnc12,+,0.12*,44*
O=C(Nc1ccc(CC(=O)N2CCCC2)cc1)C1CCCC1,i,0.04,28
COc1ccc(C(=O)CSc2nccn(-c3ccc(Cl)cc3)c2=O)cc1,i,0.089,54
O=C(Cc1ccc(NS(=O)(=O)/C=C/c2ccccc2)cc1)NCC(F)(F)F,i,0.11,33
O=C(O)c1ccc2c(c1)ncn2C1CCCCC1,i,0.049,48
COC(=O)C12CC3CC(CC(NC(=O)c4ccc(Cn5ccnc5)cc4)(C3)C1)C2,i,0.13,55
COc1cn(CC(=O)Nc2ccc(F)cc2)c(CSc2nc(C)cc(C)n2)cc1=O,i,0.055,57
O=C(Nc1ccc(Cl)cc1[N+](=O)[O-])c1ccc(Br)cc1,i,0.068,65
O=C(Cc1csc(Nc2cccc(C(F)(F)F)c2)n1)NCc1cccs1,i,0.11,62
O=C(CSC1=NC2(CCCC2)Nc2ccccc21)Nc1ccc(F)cc1F,i,0.11,57
O=C(N1CCC(Cn2cccn2)CC1)C1(c2ccc(Cl)cc2)CCCC1,+,0.11*,112*
CC(C)(Oc1ccc(Cl)cc1)C(=O)NCC1CCN(C(=O)c2cc3ccccc3o2)CC1,i,0.039,53
CCc1nnc(NC(=O)CSc2nc(=O)n(CCO)c3c2CCCC3)s1,i,0.037,40
COc1cn(CC(=O)NCc2ccco2)c(CSc2nc(C)cc(C)n2)cc1=O,i,0.043,38
Cc1sc2ncnc(SCC(=O)N3CCCC3)c2c1-c1ccccc1,i,0.037,50
O=C(CCSc1ccccc1)N1CCC(c2nnc(-c3ccco3)s2)CC1,i,0.086,64
COc1ccc(-c2nn(-c3ccccc3)cc2/C=C(\C#N)c2[nH]nc(N)c2C#N)cc1,i,0.1,47
COc1cn(CC(=O)Nc2ccccc2)c(CSc2nnc(C)s2)cc1=O,i,0.05,49
O=C(NCc1ccc(Cl)cc1)C(=O)N1CCN(Cc2ccc3c(c2)OCO3)CC1,i,0.076,51
Cc1ccc(N2CC(C(=O)NCc3n[nH]c(=O)c4ccccc34)CC2=O)cc1C (stereo not drawn),i,0.085,59
Cn1c(C(F)(F)F)nn(CCNC(=O)c2ccc(-n3cccc3)cc2)c1=O,i,0.14,52
CCCCC1C2=C(CCCC2=O)OC2=C1C(=O)CCC2,i,0.078,52
COc1ccc(S(=O)(=O)N2CCCOC2CNC(=O)C(=O)NCCCO)cc1C (stereo not drawn),i,0.094,54
COc1ccc2nc(N3CC(C(=O)NCc4ccc(S(N)(=O)=O)cc4)C3)sc2c1,i,0.11,62
CC(=O)C(C)n1c(CN2CCN(c3ccccc3)CC2)nc2c1c(=O)n(C)c(=O)n2C (stereo not drawn),i,0.096,59

# Other records follow:
SMILES,AMPAR-TARP mod,AMPAR-TARP mod agonism max-min,AMPAR-TARP mod glutamate slope
CC(C)(C)n1nc2c(c1-n1cccc1)CN(C(=O)C1COc3ccccc3O1)C2 (stereo not drawn),i,0.073,67
Cc1ccc(Cl)c2sc(N(CCN3CCOCC3)C(=O)c3cccc([N+](=O)[O-])c3)nc12,i,0.13,64
COc1ccccc1S(=O)(=O)N1CCC(Cn2cnc3ccccc32)CC1,i,0.061,61
COCCNS(=O)(=O)c1cc(N(C)S(=O)(=O)c2ccc(Cl)cc2)c(C)cc1C,i,0.045,57
O=C(Cc1cccc2ccccc12)NCC#CCN1CCc2ccccc2C1,i,0.054,50
O=C(COc1ccccc1)Nc1nonc1-c1ccccc1,i,0.15,83
Cn1c(NCc2ccco2)nc2c1c(=O)n(Cc1ccccc1)c(=O)n2C,i,0.13,60
CCn1c(=O)c2c(nc3n2CC(C)CN3c2cccc(OC)c2)n(C)c1=O (stereo not drawn),i,0.086,39
C=CCN1CC(c2nc3ccccc3n2Cc2ccc3ccccc3c2)CC1=O (stereo not drawn),i,0.095,59
COc1ccccc1N1CCN(CC(O)COC2CCCC2)CC1 (stereo not drawn),i,0.085,53
COc1cccc(NC(=O)Cn2c(C)cc(C)c(-c3nc(-c4ccc(Cl)cc4)no3)c2=O)c1,i,0.12,58
O=C(NCc1ccc2c(c1)OCO2)C(=O)NCC1CCN(C(=O)c2ccncc2)CC1,+,0.081*,45*
Cc1cc(C)n(-c2ccc(N3CCC(C(=O)Nc4nccs4)CC3)nn2)n1,i,0.071,57
CCOC(=O)C(C)NC(=O)NC1(c2nc(-c3cccnc3)no2)CCCCC1 (stereo not drawn),i,0.064,54
O=C(Cc1cccs1)NCC1CCN(c2ncccn2)CC1,i,0.087,58
COCCNC(=O)C(=O)NCC1OCCCN1S(=O)(=O)c1ccc2c(c1)OCCO2 (stereo not drawn),i,0.11,60
COc1ccccc1-c1nnc(NC(=O)c2ccc(-c3ccccc3)cc2)o1,i,0.044,73
COc1cccc(NC(=O)CN2CCN(S(=O)(=O)c3ccc(C(C)C)cc3)CC2)c1,i,0.071,48
CSc1ccccc1C(=O)Nc1ccc2c(c1)CN(C(=O)c1cccs1)CC2,i,0.084,69
CC1CCCC1OCC(O)CN1CCN(c2cccc(Cl)c2)CC1 (stereo not drawn),i,0.065,50
CSc1ccc(CC(=O)Nc2nnc(-c3ccco3)o2)cc1,i,0.11,52
CC(O)(CNC(=O)c1cc(-c2ccco2)on1)c1ccccc1 (stereo not drawn),i,0.12,63
Cc1cc(O)c(Cc2c(O)cc(C)n(CC3CCCO3)c2=O)c(=O)n1CC1CCCO1 (stereo not drawn),i,0.069,66
COc1ccccc1C(=O)Nc1nnc(-c2ccccc2)o1,i,0.098,52
COc1cccc(CNC(=O)C(=O)NCc2ccccc2)c1,i,0.085,62
O=[N+]([O-])c1ccc(O)c(/C=C/c2ccc3cccc(O)c3n2)c1,i,0.074,-1
COc1ccc(C(=O)/C=C/c2ccc(F)cc2)c(O)c1,i,0.11,61
Cc1cc(C)c(NC(=O)Cn2c(=O)n(Cc3ccccc3)c(=O)c3c2c2cc(C)ccc2n3C)c(C)c1,i,0.1,67
O=C(Nc1ccon1)C1CN(c2nc3c(F)cccc3s2)C1,i,0.094,61
Cc1ccc(Cl)cc1S(=O)(=O)NCC(c1cccn1C)N1CCOCC1 (stereo not drawn),i,0.1,44

# The final 3 entries of the section before come first, to join the parts.
SMILES,AMPAR-TARP mod,AMPAR-TARP mod agonism max-min,AMPAR-TARP mod glutamate slope
Cc1cc(C)c(NC(=O)Cn2c(=O)n(Cc3ccccc3)c(=O)c3c2c2cc(C)ccc2n3C)c(C)c1,i,0.1,67
O=C(Nc1ccon1)C1CN(c2nc3c(F)cccc3s2)C1,i,0.094,61
Cc1ccc(Cl)cc1S(=O)(=O)NCC(c1cccn1C)N1CCOCC1 (stereo not drawn),i,0.1,44
O=C(NCC(O)c1ccsc1)Nc1cccs1 (stereo not drawn),i,0.11,36
O=C(NCC1(O)CCc2ccccc21)Nc1ccc(Cl)c(Cl)c1 (stereo not drawn),+,0.22*,36*
Cc1ccc2c(CC(=O)N3CC(C)CC(C)C3)cc(=O)oc2c1 (stereo not drawn),i,0.044,40
CCc1ccc(C(=O)NCC(c2cccn2C)N2CCCCCC2)cc1 (stereo not drawn),i,0.11,68
O=C1NC(=O)C2(CCN(S(=O)(=O)c3ccccc3Cl)CC2)N1,i,0.043,25
O=C(Nc1cccs1)Nc1nc(CN2CCc3ccccc3C2)cs1,i,0.13,70
O=C(Cc1cc(-c2ccco2)on1)NCCc1c[nH]c2ccccc12,i,0.092,41
CCOC(=O)C1CCN(C(=O)c2ccc([N+](=O)[O-])o2)CC1,i,0.029,51
COc1cccc(-c2cc(CC(=O)Nc3ccc(Cl)cc3)no2)c1,i,0.1,56
Cc1ccc(-n2ncc3c(=O)n(NC(=O)CCC4CCCCC4)cnc32)cc1,i,0.061,70
Cc1ccc(S(=O)(=O)N(C)CC(O)CN2CCCC2)cc1 (stereo not drawn),i,0.08,64
COc1ccccc1CNC(=O)C1CCCN(c2cnc3ccccc3n2)C1 (stereo not drawn),i,0.078,88
CCCS(=O)(=O)N1CCCc2cc(NC(=O)c3cc(C)oc3C)ccc21,i,0.1,66
CCOC(=O)c1ccc(NC(=O)c2ccn(C)n2)cc1,i,0.12,63
NC(=O)CSc1nnc(CCn2ccc(=O)[nH]c2=O)o1,i,0.046,50
CN(c1nc2c(c(=O)n(C)c(=O)n2C)n1CC(=O)O)C1CCCCC1,i,0.071,49
CCOC(=O)Cn1c(=O)c2c(nc3n(-c4ccc(OC)cc4)c(C)c(C)n23)n(C)c1=O,i,0.12,74

# Gathered by group, the compounds so far containing two or more sulfur atoms (14)
SMILES,AMPAR-TARP mod,AMPAR-TARP mod agonism max-min,AMPAR-TARP mod glutamate slope
O=C(c1csc(NS(=O)(=O)c2ccccc2)n1)N1CCc2ccccc21,i,0.1,36
NC(=O)CSc1nc(-c2ccccc2)c(NC(=O)c2cccc(Cl)c2)s1,+,0.22*,3.8*
CS(=O)(=O)c1ccc(CC(=O)Nc2nc(-c3ccc(C#N)cc3)cs2)cc1,i,0.092,51
Cc1ccsc1C(O)CNC(=O)C1(c2cccs2)CCCC1 (stereo not drawn),i,0.059,47
O=C(Cc1csc(Nc2cccc(C(F)(F)F)c2)n1)NCc1cccs1,i,0.11,62
CCc1nnc(NC(=O)CSc2nc(=O)n(CCO)c3c2CCCC3)s1,i,0.037,40
Cc1sc2ncnc(SCC(=O)N3CCCC3)c2c1-c1ccccc1,i,0.037,50
O=C(CCSc1ccccc1)N1CCC(c2nnc(-c3ccco3)s2)CC1,i,0.086,64
COc1cn(CC(=O)Nc2ccccc2)c(CSc2nnc(C)s2)cc1=O,i,0.05,49
COc1ccc2nc(N3CC(C(=O)NCc4ccc(S(N)(=O)=O)cc4)C3)sc2c1,i,0.11,62
COCCNS(=O)(=O)c1cc(N(C)S(=O)(=O)c2ccc(Cl)cc2)c(C)cc1C,i,0.045,57
CSc1ccccc1C(=O)Nc1ccc2c(c1)CN(C(=O)c1cccs1)CC2,i,0.084,69
O=C(NCC(O)c1ccsc1)Nc1cccs1 (stereo not drawn),i,0.11,36
O=C(Nc1cccs1)Nc1nc(CN2CCc3ccccc3C2)cs1,i,0.13,70

# Only part of the results is shown. The share of hits here may be higher or lower than overall.
